Screening results: PubChem, National Center for Advancing Translational Sciences (NCATS)
RXFP1 agonist – RXFP1 (human) receptor agonism; Q9HBX9; HEK293T-RXFP1 cAMP TR-FRET, 30 min; response scale: percent of porcine relaxin response, buffer zero; Potency, µM (highest dose often 57.5 µM), for the others: at the highest dose activation, actives largely listed as activators; actives 0.3% (n = 370,000); active = well fitted activation curve with a large enough effect; inconclusive = small, poorly fitted or top-dose-only effect; note: potency is the fitted concentration of half-maximal effect; % is set by controls: 0 for no effect and ±100 for the full control effect; nearly all actives have a fitted effect of over 60% in size; many of its hits are not listed in these tables
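cAMP rise read by TR-FRET after 30 min, 37C compound exposure (up to 58 uM) in RXFP1-transfected HEK293 cells with Ro 20174 present. EC50 from Hill-equation fits, with 29 nM porcine relaxin as 100% and buffer as basal.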
D1 agonist – human D1 receptor agonism; actives 1% (n = 360,000); activation, % at 2 µM; HEK293 T-REx D1 cells, calcium flux, agonist mode; AID 504660; P21728; in the data active = activation above about 30%; note: 0% is about no effect
Target sequence (P21728 whole entry, looked up): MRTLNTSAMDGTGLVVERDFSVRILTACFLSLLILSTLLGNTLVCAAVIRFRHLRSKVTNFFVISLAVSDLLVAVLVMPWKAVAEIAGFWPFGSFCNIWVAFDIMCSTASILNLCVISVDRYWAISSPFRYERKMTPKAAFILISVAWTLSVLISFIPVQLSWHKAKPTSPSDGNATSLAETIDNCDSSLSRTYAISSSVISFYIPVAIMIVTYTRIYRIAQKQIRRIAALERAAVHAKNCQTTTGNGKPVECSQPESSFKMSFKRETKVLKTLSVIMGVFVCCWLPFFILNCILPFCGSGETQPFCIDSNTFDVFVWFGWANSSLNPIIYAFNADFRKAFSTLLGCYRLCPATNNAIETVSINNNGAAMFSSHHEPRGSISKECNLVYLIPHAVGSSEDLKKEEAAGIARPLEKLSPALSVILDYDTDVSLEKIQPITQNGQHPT
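Inducible HEK293 T-REx D1 cells, force-coupled to calcium signalling, were plated at 4000 cells/well with tetracycline and held overnight at 30 C. After no-wash calcium dye loading, compound-evoked calcium rise over 180 s flagged agonists.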
RXFP1 antagonist – blocks the human relaxin receptor RXFP1; Q9HBX9; HEK293-RXFP1, relaxin-stimulated cAMP HTRF, 30 min; hits give low values; activity change, negative = inhibition, % at 57.5 µM; actives 0.59% (n = 350,000); AID 1259400;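 active = activity change of -60% or lower, but not beyond a set lower limit; inconclusive = change between -60% and -40%, or beyond the set limit; inactive = change above -40%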; note: % is set by controls: 0 for no effect and ±100 for the full control effect
D2 potentiator – positive allosteric modulators of human D2 dopamine receptor | HEK293 T-REx D2, calcium flux, EC20 dopamine potentiation | actives 0.34% (n = 340,000) | potentiation, % at 10 µM;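 active = potentiation over 3 SD above the plate norm, cut at about 30% in these data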; note: 0% is about no effect
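Potentiation of an EC20 dopamine calcium response is measured in a force-coupled, tetracycline-inducible Hek293 Trex D2 line. Compound-only kinetic reads over 180 s flag agonists before dopamine addition.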
D1 PAM – human D1 dopamine receptor positive modulation; P21728; HEK293 TREx D1 cells, calcium flux, dopamine EC20 potentiation; potentiation, % at 10 µM; actives 0.036% (n = 360,000); AID 504651; in the data active = potentiation above about 30%; note: 0% is about no effect
D2 ag – agonists of human D2 dopamine receptor; HEK293 T-REx D2 cells, calcium flux agonist mode; P14416; AID 485358; activation, % at 2 µM; actives 0.53% (n = 340,000);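 active = activation over 3 SD above normal in the single-dose calcium agonist read, cut at about 30% in these data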; note: 0% is about no effect
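Calcium-flux readout, 1 cycle/sec over 180 s following compound pin transfer, in inducible HEK293 Trex D2 cells (force-coupled); dopamine controls included. Positive calcium responses during this window marked compounds as potential agonists.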
D2 antagonist – antagonizes the human D2 dopamine receptor | AID 485344 | actives 2% (n = 340,000) | P14416 | HEK293 TREx D2 cells, calcium flux, dopamine EC80 | inhibition, % at 10 µM; in the data active = inhibition above about 30%; note: 0% is about no effect
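Overnight-induced (tetracycline, 30 C) HEK293 T-REx cells carrying force-coupled D2 receive a no-wash calcium dye, then compound, then EC80 dopamine at 180 s; signals are read kinetically throughout.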
TRHR enhancer – allosteric enhancers of human TRH receptor. actives 0.66% (n = 360,000). P34981. TRHR cells, fluo-8 calcium fluorescence, EC20 TRH enhancement. enhancement, % at 2 µM; in the data active = enhancement above about 30%; note: 0% is about no effect
Target sequence (P34981 whole entry, looked up): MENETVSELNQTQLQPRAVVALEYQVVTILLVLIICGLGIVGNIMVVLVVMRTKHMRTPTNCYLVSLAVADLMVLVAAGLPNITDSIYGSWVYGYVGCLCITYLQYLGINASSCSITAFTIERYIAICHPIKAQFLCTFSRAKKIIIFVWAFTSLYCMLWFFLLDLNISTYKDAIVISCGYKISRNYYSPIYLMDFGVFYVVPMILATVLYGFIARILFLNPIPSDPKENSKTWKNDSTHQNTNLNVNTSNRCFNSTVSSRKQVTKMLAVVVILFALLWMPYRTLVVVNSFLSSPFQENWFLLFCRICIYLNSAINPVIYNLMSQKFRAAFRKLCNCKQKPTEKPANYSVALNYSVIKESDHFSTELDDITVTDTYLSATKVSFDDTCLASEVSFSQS
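Enhancer read-out: after compound pinning and an initial kinetic agonist-mode read, an EC20 of TRH (10 nM final) was injected and fluo-8 calcium signal (Ex 480/Em 530) followed at 1 s/cycle for 100 cycles in TRHR-expressing cells.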
D1 antagonist – blocks dopamine activation of the human D1 receptor; HEK293 TREx D1 cells, calcium flux, dopamine EC80; hits give low values; activity change, negative = inhibition, % at 10 µM; actives 3.2% (n = 360,000); in the data active = activity change below about -30%; note: % is set by controls: 0 for no effect and ±100 for the full control effect
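After overnight tetracycline induction at 30 C, force-coupled D1 HEK293 cells took up a no-wash calcium dye at room temperature. Compounds were added and monitored 180 s, and the response to EC80 dopamine was then recorded.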
* = called active by the depositor; ? = inconclusive; nt = no result given.

SMILES	RXFP1 agonist	D1 agonist	RXFP1 antagonist	D2 potentiator	D1 PAM	D2 ag	D2 antagonist	TRHR enhancer	D1 antagonist
N#CC(C#N)=C(N)Nc1cccc(Cl)c1	4.0%	5	0	0	-5	-0.7	22	-2	-10
O=C(Nc1ccc(Nc2ccccc2)cc1)c1ccc(Br)o1	-0.6%	2	-68*	5	-10	0.5	-1	-5	-10
COCCn1c(=O)[nH]c2cc(C(=O)NCc3cccnc3)ccc2c1=O	2.3%	-2	-9	-13	5	0.1	-4	-1	0
CCC1CN(C(=O)N2CCC(C(=O)NCc3ccc(OC)cc3OC)CC2)c2ccccc2O1 (configuration not stated)	-2.1%	0	-9	7	9	0.5	-8	-2	-2
COC(=O)c1ccc(OC)c(CN2CCCN(Cc3ccc(F)cc3)S2(=O)=O)c1	-0.4%	12	-2	-17	-9	nt	nt	2	-12
CCOC(=O)Nc1ccc2c(c1)N(C(=O)CCCl)c1ccccc1[S@]2=O	0.5%	1	-7	3	-1	nt	nt	-4	0
COc1ccccc1CC(=O)N(Cc1ccccc1)c1cccc(C)c1	4.3%	1	-20	nt	3	nt	nt	-3	-31*
Cc1cc2c3nonc3ccc2n1-c1ccccc1	3.7%	2	-21	-8	2	-0.9	-1	-7	-2
O=C(N/C(=C/c1cccc([N+](=O)[O-])c1)C(=O)N1CCCCCC1)c1ccco1	0.1%	2	-1	3	1	0.7	1	2	-3
Cn1c(=O)n(CCCc2ccccc2)c(=O)c2c1nc1n2CCN1c1ccccc1	3.0%	-1	6	-7	0	1.6	nt	-5	-6
Cc1cccc(OCCCN2CCCCCC2)c1	0.6%	3	11	-15	-6	-0.4	40*	1	-25
COc1cc(CN2CCCC(N3CCc4ccccc4C3)C2)c(Cl)cc1O (configuration not stated)	0.1%	4	-1	-13	-2	-0.1	-3	-8	-2
C=CCCCCCCCCc1nc(=S)[nH][nH]1	-0.4%	-1	-17	-12	-1	-1.1	0	-12	-16
Cc1ccc(NC(=O)C(C)[n+]2ccccc2)cc1[N+](=O)[O-] (configuration not stated)	1.0%	12	4	-18	-9	-0.2	60*	9	7
O=C(COC(=O)c1ccc(F)cc1F)Nc1cc(S(=O)(=O)N2CCOCC2)ccc1Cl	1.6%	3	6	4	2	0.4	-10	1	3
COc1ccc(CCNC(=O)c2ccc(CN3CCC(Cc4ccccc4)CC3)cc2)cc1OC	0.6%	17	-2	-14	-8	0.3	-3	4	-20
COc1ccc(C(=O)c2ccc(Br)cc2)cc1	?	1	11	-5	-1	-0.7	21	14	-29
O=S(=O)(NCc1ccccn1)c1cc(Cl)ccc1Cl	-2.2%	9	8	15	-4	0.0	-11	1	0
COc1ccc(O)c(/C=N/NC(=O)CN2CCS(=O)(=O)CC2)c1	2.6%	3	7	-9	-2	-2.1	-21	3	4
CCNC(=S)N1CCN(c2cccc(C(F)(F)F)c2)CC1	-1.3%	5	1	2	-3	0.5	15	-10	-10
CC1=CC=CN2C1=NC(=O)CC2(C)C(=O)N(CC(=O)NC1CCCC1)c1ccccc1C (configuration not stated)	8.6%	6	1	1	-7	0.5	-3	-4	4
CN(C(=O)COC(=O)Cc1c(F)cccc1Cl)c1c(N)n(Cc2ccccc2)c(=O)[nH]c1=O	-0.1%	0	-6	4	0	0.7	-5	1	9
COc1ccc(Br)cc1CNC(=O)C1CCN(S(=O)(=O)N2CCCC2)CC1	0.1%	3	11	-12	-4	-0.6	-10	5	0
CC(=O)NC(C)C12CC3CC(CC(C(=O)O)(C3)C1)C2 (configuration not stated)	0.2%	4	-5	15	-4	0.5	2	4	-5
CC(=O)Nc1cccc(NC(=O)CSc2nc(=O)n3cccc(C)c3n2)c1	18%	0	2	-4	-2	-1.1	-4	-3	13
Cc1ccc(NC(=S)N2CCN(Cc3ccccc3)CC2)cc1	0.7%	1	-5	nt	-1	-0.5	-13	4	-19
CCOC(=O)C1CCCCN1Cc1cc(OC)ccc1OC (configuration not stated)	-0.1%	2	-37	-7	4	-0.1	-2	4	-4
Cc1cccc(C)c1OCc1nnc(SCC(=O)Nc2ccccc2F)o1	2.8%	4	-13	-9	2	0.7	-7	-2	1
COc1ccc(Cl)cc1NC(=O)CCCC(=O)c1ccccc1	6.3%	3	5	-2	13	-0.6	6	11	3
COc1cccc(CNc2ncc(Br)cc2Br)c1O	3.0%	3	-78*	-9	-2	0.2	3	1	20
O=C(O)c1cccc(-n2cnnn2)c1	1.2%	2	-7	1	-6	1.1	-8	7	-15
O=C(CSc1nc2ccccc2o1)c1ccccc1	-1.0%	1	0	7	-4	2.2	-2	-4	13
COc1ccccc1/C=C/C=N/n1c(-c2ccccn2)n[nH]c1=S	3.9%	0	6	2	-4	-0.8	-11	-6	-25
Cc1ccc(N2CC(C(=O)Nc3cc(C(F)(F)F)ccc3N3CCCC3)CC2=O)cc1 (configuration not stated)	-0.9%	1	-9	1	0	-0.5	2	17	9
COc1ccc(CC(=O)N2CCc3cc(OC)c(OC)cc3C2C)c(OC)c1 (configuration not stated)	5.1%	3	-11	10	1	1.6	-15	-2	-8
Cc1ccc(C(=O)C2=C(O)C(=O)N(CCCN(C)C)C23C(=O)N(C)c2ccccc23)o1 (configuration not stated)	3.8%	2	20	-11	5	-0.8	13	-1	8
CCOc1ccccc1-n1nnc(-c2nc(-c3ccccc3)no2)c1N	1.3%	4	-6	1	-4	0.2	nt	5	-5
CCOC(=O)Nc1ccc2c(c1)N(C(=O)N1CCN(C)CC1)c1ccccc1S2	0.5%	10	-12	-7	-11	0.6	6	-6	-64*
CC(C)(C)c1ccc(NC(=O)CNC2CCCc3ccccc32)cc1 (configuration not stated)	0.4%	7	-7	-5	0	0.7	9	2	19
CCOC(=O)Cn1nc(C)n(-c2cccc(Cl)c2)c1=O	-0.9%	1	-4	-7	-4	1.8	-18	1	nt
O=C(Nc1cc([N+](=O)[O-])ccc1N1CCCC1)c1ccco1	1.0%	0	-7	-11	-3	0.0	-8	8	-11
Cc1cc(C)n(-c2ccc(C(=O)N3CCc4ccccc43)cc2)n1	3.3%	2	-15	6	-4	0.7	13	-2	-29
CCC1(C)Cc2ccccc2-c2nc(NCCCO)n(-c3ccccc3)c(=O)c21 (configuration not stated)	4.1%	4	-8	3	1	1.7	2	-10	1
COc1cccc(C2/C(=C(/O)c3ccccc3)C(=O)C(=O)N2Cc2ccco2)c1 (configuration not stated)	6.7%	20	-10	8	-1	-2.2	6	3	2
O=C(NC1CCCCC1)C12CC3CC(C1)CC(n1cncn1)(C3)C2	1.7%	1	-1	14	-3	-0.1	19	1	-1
COc1ccc(OCCC(=O)OCC(=O)NCCc2ccccc2)cc1	2.5%	-1	-3	2	-2	-0.2	3	1	7
NC(=O)C1=C[C@H](c2ccc(Br)cc2)C[C@H](OCc2ccc(CO)cc2)O1	0.2%	2	nt	-5	-3	0.4	-12	-3	3
COc1ccc(NC2CCCN(C(=O)c3csc(C(C)C)n3)C2)cc1 (configuration not stated)	2.4%	1	-7	-1	-5	-0.1	5	2	-4
N#CC1=C(N)OC(c2ccccc2)=C(C#N)C1c1ccc2c(c1)OCO2 (configuration not stated)	0.7%	4	-4	0	-9	0.0	-9	7	12
COc1cc(OC)cc(C(=O)NC(=S)Nc2nc(-c3cc4ccccc4o3)cs2)c1	0.0%	3	17	-9	1	-0.3	-2	0	2
Cc1cc(C)c2nc(-c3cccc(Cl)c3)c(C)c(C(=O)N3CCOCC3)c2c1	0.4%	0	0	11	3	-0.2	19	33*	9
Cc1ccc(NC(=O)CNC(=O)c2ccc(C)s2)nc1	0.7%	1	-3	2	0	-0.2	-7	2	-1
COc1ccccc1NC(=O)C1=C(C)Nc2ncnn2C1c1sccc1C (configuration not stated)	2.4%	5	nt	14	1	-1.2	nt	0	3
Cc1cc(C)nc(N2CCC(C(=O)N3CCN(c4cc(Cl)ccc4C)CC3)CC2)n1	4.1%	2	-20	-2	13	-0.7	7	0	4
CN(C)S(=O)(=O)c1ccc(N2CCCC2)c(C(=O)NC(c2ccccc2)c2ccccc2)c1	-0.4%	-1	-13	5	2	0.1	-5	1	-11
COC(=O)c1sccc1NC(=O)CC1C(=O)NCCN1C(=O)Nc1ccc(OCc2ccccc2)cc1 (configuration not stated)	0.2%	2	-8	5	-4	0.1	16	-5	-5
CCOC(=O)c1cccc(NC(=O)CCn2nc(C)c3c(C)n(-c4ccccc4)nc3c2=O)c1	6.9%	1	-6	1	0	-0.6	nt	-1	-2
Cc1ccccc1S(=O)Cc1ccc(C(=O)N2CCN(c3cccc(C)c3C)CC2)o1 (configuration not stated)	6.5%	0	-98*	0	-1	-1.1	nt	-2	-11
COc1ccc(N=C(c2ccccc2)c2c(C)[nH]n(-c3ccccc3)c2=O)c(OC)c1	-3.4%	7	-20	0	-2	0.8	4	-8	-10
COc1ccc(CCNC(=O)CN2C(=O)C3(OCCCO3)c3ccccc32)cc1OC	0.2%	2	-3	9	-8	0.1	18	5	-20
CC(=O)N1CCCC(N2CCN(c3cccc(C(F)(F)F)c3)CC2)C1 (configuration not stated)	-0.2%	2	2	13	16	0.4	0	4	-16
CN(CCNC(=O)c1ccc(N2CCCC2=O)cc1)CCc1ccccc1	-3.8%	0	-10	-21	-2	22	25	-3	-3
CCc1noc(C)c1C(=O)NNC(=O)c1cc(OC)cc(OC)c1	-0.5%	2	5	-8	-10	1.6	-21	-1	4

Four entries from above, field by field.
N#CC1=C(N)OC(c2ccccc2)=C(C#N)C1c1ccc2c(c1)OCO2 (configuration not stated)
- RXFP1 agonist = 0.7%
- D1 agonist = 4
- RXFP1 antagonist = -4
- D2 potentiator = 0
- D1 PAM = -9
- D2 ag = 0.0
- D2 antagonist = -9
- TRHR enhancer = 7
- D1 antagonist = 12
COc1cc(OC)cc(C(=O)NC(=S)Nc2nc(-c3cc4ccccc4o3)cs2)c1
- RXFP1 agonist = 0.0%
- D1 agonist = 3
- RXFP1 antagonist = 17
- D2 potentiator = -9
- D1 PAM = 1
- D2 ag = -0.3
- D2 antagonist = -2
- TRHR enhancer = 0
- D1 antagonist = 2
Cc1cc(C)c2nc(-c3cccc(Cl)c3)c(C)c(C(=O)N3CCOCC3)c2c1
- RXFP1 agonist = 0.4%
- D1 agonist = 0
- RXFP1 antagonist = 0
- D2 potentiator = 11
- D1 PAM = 3
- D2 ag = -0.2
- D2 antagonist = 19
- TRHR enhancer = 33*
- D1 antagonist = 9
Cc1ccc(NC(=O)CNC(=O)c2ccc(C)s2)nc1
- RXFP1 agonist = 0.7%
- D1 agonist = 1
- RXFP1 antagonist = -3
- D2 potentiator = 2
- D1 PAM = 0
- D2 ag = -0.2
- D2 antagonist = -7
- TRHR enhancer = 2
- D1 antagonist = -1

A portion of the library, so the mix of outcomes need not match the whole.
